Scp-1 inhibitor – Scp-1 (human) phosphatase inhibition; Q9GZU7; Recombinant Scp1, phosphopeptide, malachite green phosphate absorbance; inhibition, % at 20 µM; 340,000 compounds, 0.88% hits; AID 493091;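 active = inhibition above about 50% at 20 µM, limit read from the data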;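 also: plate controls were DMSO wells with enzyme for no effect and wells lacking enzyme for full effect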
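Material: truncated SCP-1 phosphatase (76-261aa) / Buffer or medium: 50 mM Tris acetate pH 5.5, 0.005% Tween-20, 10 mM MgCl2 / Compound dosing: one concentration, 20 µM, with 1.0% DMSO / Incubation: 45 min room-temperature reaction, 5 min colour, 30 min stabiliser / Detection: colorimetric free-phosphate detection, absorbance 630 nm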
SKN-1 inh – blocks SKN-1 activity in C. elegans. 360,000 compounds, 0.49% hits. C. elegans VP596 Pgst-4::GFP/RFP ratio, acrylamide-induced, 24 h. inhibition, % at 21.8 µM. AID 624304;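 active = interference check ratio from 0.5 to 1.5 plus GFP to RFP signal ratio inhibition reaching or exceeding a fixed threshold, cut at about 30% in these data, passing the limit was not always enough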; also: some compounds called inactive have numbers as strong as hits
DNMT1 inh – DNMT1 (human) enzyme inhibition. DNMT1 molecular beacon, Hinp1I cleavage, fluorescence. inhibition (reported as % activation of signal), % at 10 µM. 360,000 compounds, 0.83% hits. AID 588458; in the data active = inhibition above about 50%
STEP inh – inhibitors of human striatal-enriched phosphatase STEP; P54829; recombinant STEP, OMFP fluorogenic substrate, fluorescence; inhibition, % at 20 µM; 360,000 compounds, 0.25% hits;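 active = inhibition at 20 µM, scaled per plate between control wells, above about 37%, limit read from the data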;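 also: 0% = DMSO with enzyme and substrate and 100% = substrate only without enzyme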
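medium = Bis-Tris buffer pH 6.0, 2.5 mM DTT, 0.005% Tween 20 | test system = STEP (striatal-enriched tyrosine phosphatase) enzyme, cell-free | measure = normalized % inhibition | compound dosing = 20 µM, 1% DMSO | also added = 25 µM OMFP | schedule = reaction 20 min, ambient temperature | measured by = fluorescence read at 480 nm ex / 540 nm em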
LMPTP block – LMPTP (human) inhibition | P24666 | recombinant LMPTP-A, OMFP fluorogenic substrate, fluorescence intensity | inhibition, % at 20 µM | 360,000 compounds, 0.22% hits | AID 651560;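 active = compounds that cut the enzyme signal by at least half of the control window in the single-dose screen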;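 also: plate controls were DMSO wells with enzyme plus substrate for no effect and substrate without enzyme for full effect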
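Test system: LMPTP-A, protein tyrosine phosphatase of low molecular weight; Input: 0.625 nM enzyme; Incubation: 50 min dark incubation at room temperature; Signal: endpoint fluorescence intensity from OMFP dephosphorylation; Read-out basis: % inhibition versus control wells.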
Tb MetRS inh – blocks T. brucei methionyl-tRNA synthetase activity; purified T. brucei MetRS, ATP depletion, Kinase-Glo luminescence; inhibition, % at 11.9 µM; 360,000 compounds, 0.4% hits;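 active = inhibition above a per-plate cutoff of the control wells' mean inhibition plus 3 SD, cut at about 5.5% in these data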;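 also: 0% = DMSO wells median and 100% = median of wells with control inhibitor compound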
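technique = Kinase-Glo luminescence, ATP depletion format | system = purified MetRS (methionyl-tRNA synthetase) enzyme from Trypanosoma brucei | timing = 15 min preincubation, 2 h reaction, all 25 °C | evaluation = percent inhibition versus plate control medians | dosing = single dose, 11.9 µM final nominal, 0.9% final DMSO | also added = substrates ATP, L-methionine and bulk Escherichia coli tRNA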
Neddylation inh – cullin neddylation inhibition; TR-FRET cullin neddylation, biochemical; calls only at 25 µM; 360,000 compounds, 0.58% hits; in the data active = inhibition above about 36%
SUMO1-SIM PPI – alters human SUMO1 binding to SIM partners | P63165 | SUMO1 binding to a labelled peptide, TR-FRET, 1 h | inhibition, % at 20 µM | AID 602429 | 360,000 compounds, 0.33% hits; in the data active = inhibition above about 37%
NadD block – NadD (S. aureus) enzyme inhibition; purified NadD enzyme, colorimetric absorbance read-out; inhibition, % at 20 µM; 360,000 compounds, 0.78% hits; AID 602399; in the data active = inhibition above about 26%; also: some compounds past the cut are filed as inactive
CendR NRP1 mod – NRP-1/CendR interaction modulation; inhibition, % at 25 µM; 360,000 compounds, 0.85% hits; FAM-RPARPAR peptide binding to NRP-1, fluorescence polarization; O14786;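 active = inhibition or corrected inhibition above about 18%, plus a signal ratio from 0.5 to 1.5, limit read from the data, passing the limit was not always enough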; also: strong numbers were not always called active
Active calls of the source: *; i = inactive.

Codes: A = Scp-1 inhibitor; B = SKN-1 inh; C = DNMT1 inh; D = STEP inh; E = LMPTP block; F = Tb MetRS inh; G = Neddylation inh; H = SUMO1-SIM PPI; I = NadD block; J = CendR NRP1 mod
NNC(=O)C(Cc1c[nH]c2ccccc12)NC(=O)c1ccccc1 (centres undefined)
  A: -7 | B: -14 | C: 3 | D: -2 | E: -0.8 | F: -0.5 | G: i | H: 2 | I: -6 | J: -5
O=C(C1CCCN(Cc2ccc3c(c2)OCO3)C1)N1CCCC1 (centres undefined)
  A: -5 | B: -18 | C: 2 | D: -8 | E: -2.7 | F: 0.2 | G: i | H: -3 | I: -2 | J: -1
O=C(NCC1CCCO1)C(c1ccc(F)cc1)N(Cc1ccc(F)cc1)C(=O)Cn1nnc(-c2cccs2)n1 (centres undefined)
  A: -3 | B: -36 | C: 9 | D: 2 | E: -0.9 | F: -0.5 | G: i | H: 2 | I: 3 | J: -1
CC(=O)Nc1ccc2c(c1)N(C(=O)CN(C)C)c1ccccc1CC2
  A: -5 | B: -6 | C: -8 | D: 2 | E: -1.6 | F: -0.7 | G: i | H: -8 | I: 5 | J: 6
C[C@@H]1COC(=O)[C@@H](CC(=O)OC(C)(C)C)C/C=C\C[C@H](CC(=O)NCCO)C(=O)N1
  A: -5 | B: 13 | C: 1 | D: -1 | E: 1.2 | F: -0.1 | G: i | H: 10 | I: -2 | J: 4
CCCc1noc2c1C(c1ccoc1)C(C#N)=C(N)N2 (centres undefined)
  A: 1 | B: 0 | C: -8 | D: -4 | E: -1.2 | F: -0.8 | G: i | H: -5 | I: -2 | J: 13
CC(=O)c1cccc(S(=O)(=O)N2CCN(c3nc4cc(C)cc(C)c4cc3C#N)CC2)c1
  A: 3 | B: 11 | C: -9 | D: 1 | E: 2.2 | F: -0.4 | G: i | H: -92 | I: 25 | J: -24
CCC(C(=O)NC(C)(C)C)N(Cc1cccs1)C(=O)CNS(=O)(=O)c1ccccc1 (centres undefined)
  A: -12 | B: 5 | C: 1 | D: -1 | E: 4.4 | F: -0.6 | G: i | H: 3 | I: -2 | J: -13
COc1ccc(NC(=O)CCOc2ccccc2F)cc1S(=O)(=O)N1CCCCC1
  A: -12 | B: -8 | C: -2 | D: 0 | E: 0.0 | F: -0.2 | G: i | H: 17 | I: -6 | J: -10
Nc1nonc1C(=O)N/N=C/c1cc2c(cc1[N+](=O)[O-])OCO2
  A: 5 | B: -2 | C: -3 | D: 3 | E: 1.9 | F: -0.7 | G: i | H: 2 | I: 8 | J: 7
CN(CCC#N)C(=O)CC1(Cc2ccccc2)CCOC(C)(C)C1 (centres undefined)
  A: -2 | B: 1 | C: 2 | D: 0 | E: -0.7 | F: 0.0 | G: i | H: 0 | I: -4 | J: 4
CC1CCN(C(=O)COC(=O)c2ccc(N3CCCC3=O)cc2)CC1
  A: -8 | B: 11 | C: -1 | D: 4 | E: 0.8 | F: -0.4 | G: i | H: 3 | I: 4 | J: 22
Cc1n[nH]c(=O)c2c(NC(=O)CSc3nncs3)oc(C)c12
  A: 4 | B: 8 | C: -1 | D: -3 | E: -5.8 | F: -0.3 | G: i | H: -22 | I: -5 | J: -4
Cc1c(Cl)cccc1NC(=S)NCCc1ccc(F)cc1
  A: 2 | B: 7 | C: 4 | D: 0 | E: -1.0 | F: -0.3 | G: i | H: -1 | I: -3 | J: 0

Screening results: PubChem, several laboratories
